EphA4 KYL inhibition – inhibitors of EphA4 binding to KYL peptide, primary screen, biochemical, colorimetric, mouse EphA4 (AID 689). EphA4-AP binding to KYL peptide, pNPP A405; higher % means a stronger effect. inhibition, % at 10 µM; hits with a dose series show IC50 in µM. 62,000 compounds, 0.1% hits; in the data active = a potency from the dose series; inactive = the rest, 99 in 100 with inhibition below about 22%
Active calls of the source: *. This is a subset; the hit share may differ from the screen's.

SMILES | EphA4 KYL inhibition
O=C(c1ccccc1)c1nn(-c2cccc(Cl)c2)c2nc(-c3ccccc3)cc(=O)n12 | -10%
Cc1nc(N2CCOCC2)c2oc3ccccc3c2n1 | -4%
Cc1c(NC(=O)CCCOc2ccccc2)cccc1[N+](=O)[O-] | -8%
Cc1cc(C)c(NC(=O)c2cc3c(nc4sccn43)s2)c(C)c1 | 6%
CC(=O)c1ccc(-n2nnnc2SCC(=O)NNC(=O)c2ccco2)cc1 | -9%
CC(=O)NC(Cc1c[nH]c2ccccc12)C(=O)OCC(=O)Nc1ccc2c(c1)OCO2 (stereo not drawn) | 8%
CC(C)N=C(NC#N)SCc1ccc(Br)cc1 | -11%
Cc1cc(C)cc(CSCC(=O)O)c1 | -3%
COc1ccccc1-c1nc(-c2ccc(Br)o2)no1 | -5%
CCn1c(=O)cc(OCC(=O)Nc2cccnc2)c2ccccc21 | -1%
CC(C)c1ccc(C2CC(=O)N3CN(Cc4ccco4)CSC3=C2C#N)cc1 (stereo not drawn) | -4%
COc1ccc(-c2nnc(SCC(=O)N3CCCC(C)C3)o2)c(OC)c1 (stereo not drawn) | 4%
O=C(NCCCn1ccnc1)C(=O)Nc1ccc(Br)cc1 | -3%
CCC(=O)Nc1cccc(Oc2nc(C)cc(C)c2C#N)c1 | 12%
CCN(CC)S(=O)(=O)c1ccc(-c2nnc(SCC(C)=O)o2)cc1 | 6%

Part of the list above, in markdown:
| SMILES | EphA4 KYL inhibition |
| --- | --- |
| Cc1cc(C)c(NC(=O)c2cc3c(nc4sccn43)s2)c(C)c1 | 6% |
| CC(=O)c1ccc(-n2nnnc2SCC(=O)NNC(=O)c2ccco2)cc1 | -9% |
| CC(=O)NC(Cc1c[nH]c2ccccc12)C(=O)OCC(=O)Nc1ccc2c(c1)OCO2 (stereo not drawn) | 8% |

An excerpt of these results, field by field.
CC(=O)NC(Cc1c[nH]c2ccccc12)C(=O)OCC(=O)Nc1ccc2c(c1)OCO2 (stereo not drawn)
  EphA4 KYL inhibition: 8%

CC(C)N=C(NC#N)SCc1ccc(Br)cc1
  EphA4 KYL inhibition: -11%

Cc1cc(C)cc(CSCC(=O)O)c1
  EphA4 KYL inhibition: -3%

COc1ccccc1-c1nc(-c2ccc(Br)o2)no1
  EphA4 KYL inhibition: -5%

Other results
SMILES | EphA4 KYL inhibition
Cc1ccc(C(CC(=O)O)Nc2nc(N3CCCCC3)nc(N3CCCCC3)n2)cc1 (stereo not drawn) | 7%
COc1ccc(C(=O)N(CN2CCCC2=O)c2nccs2)cc1OC | -7%
NC(=O)CN1CCN(C(=O)NC2CCCCC2)CC1 | -6%
Cn1cnnc1SC(C(=O)c1ccccc1)c1ccccc1 (stereo not drawn) | 0%
Cc1cc(=O)n2c3c(cccc13)CCC2 | 3%
CCOC(=O)N1CCN(C(=O)CSc2ccc(Cl)cc2)CC1 | -16%
NS(=O)(=O)c1ccc(NCc2cc(Cl)ccc2OCc2ccccc2F)cc1 | -2%
Cc1cc(C(=O)NNC(=S)NC(C)c2ccccc2)c2ccccc2n1 (stereo not drawn) | -7%
COc1ccc(C(=O)Nc2ccc(Br)c(C)c2)c(OC)c1 | -9%
O=C1CC(c2cccc([N+](=O)[O-])c2)c2c(ccc3ccccc23)N1 (stereo not drawn) | -7%
Cc1cc(C)n2nc(-c3ccc(F)cc3)nc2n1 | -10%
O=C(COc1ccc(Br)cc1)Nc1cccc(NC(=O)c2cccc(Cl)c2)c1 | -3%
CCOC(=O)/C(C#N)=C/Nc1ccccc1OC | -13%
CC(=O)Oc1ccc(-c2cccc(C(=O)Nc3ccc([N+](=O)[O-])cc3)c2)cc1 | -6%
Cc1cc(NC(=O)CSc2nnc(COc3cccc(C)c3C)n2C)no1 | -36%
NC(=O)c1ccc(C(F)(F)F)n(Cc2cccc(Cl)c2)c1=O | 2%
Cc1ccc(NC(=O)Cn2nc(C)c3ccccc3c2=O)c(C)c1 | -6%
COc1cccc(/C=N/n2c(SC)nnc2-c2ccccc2)c1OC | -13%
O=C(Cn1c(=O)oc2ccccc21)Nc1nnc(N2CCCCCC2)s1 | 6%
COc1ccc(NC(=O)CSc2nc(C)c3c(c2C#N)CCCC3)cc1 | -11%
O=C(O)C1CCCCC1C(=O)Nc1ccccc1Cl (stereo not drawn) | -2%
Cc1ccc(S(=O)(=O)Nc2ccc3ncccc3c2)cc1 | -8%
C=CCn1cc(C(=O)NCC2CCCO2)c(=O)c2cc(S(=O)(=O)N3CCCCCC3)ccc21 (stereo not drawn) | 6%
O=C(CSc1nc2ccccc2c(=O)[nH]1)N1CCCCCC1 | -9%
CCC(C)n1cnc2c(c1=O)c1nc3ccccc3nc1n2Cc1ccc2c(c1)OCO2 (stereo not drawn) | 3%
CCNC(=O)NC(=O)COc1ccccc1C#N | -11%
Cc1csc(=N)n1-c1ccc(Cl)cc1 | -10%
O=C(Nc1ccc(NC(=O)c2cc3ccccc3o2)cc1Br)c1ccccc1 | 12%
CN(C)CCCNC(=O)c1cc(Br)ccc1Cl | 0%
CCc1nc2ccccc2n1Cc1ccc([N+](=O)[O-])cc1 | 4%
Cc1cc(NC(=O)c2cc(-c3cccs3)on2)no1 | 1%
CCOC(=O)c1ccccc1NC(=O)c1cccc2c1C(=O)N(C1CCN(C(=O)OCC)CC1)C2 | 12%
O=C1c2ccccc2C(=Nc2ccccc2)C1c1cccc(Br)c1 (stereo not drawn) | -10%
Cc1cc(N2CCOCC2)nc(SCC(=O)c2ccc(Cl)cc2)n1 | 2%
CCCc1ccc(C2C3=C(CC(C)(C)CC3=O)NC3=C2C(=O)c2ccccc23)cc1 (stereo not drawn) | -4%
O=C(NC1CCCc2ccccc21)C1CCN(S(=O)(=O)N2CCCCCC2)CC1 (stereo not drawn) | 6%
CCOC(=O)c1nnn(-c2nonc2-n2cccc2)c1CN1CCC(C)CC1 | -4%
CCN(CC)C(NC(=O)Cc1ccccc1)C(Cl)(Cl)Cl (stereo not drawn) | -8%
Cc1c(C(=O)OCC(=O)c2ccc3c(c2)OCCO3)oc2ccccc12 | -9%
CCCCN(C(=O)NC(=O)C1=C(N2CCOCC2)/C(=C/c2ccccc2)CC1)S(C)(=O)=O | 10%
CCn1c(COc2ccccc2)nnc1SCC(=O)Nc1cc(OC)ccc1OC | 5%
CC(C)(C)OC(=O)N1CCOCCOCCN(C(=O)OC(C)(C)C)CCOCC1 | -4%
Cc1cc(/C=C2\C(=O)NC(=O)N(c3cccc(F)c3)C2=O)c(C)n1C | -5%
CC(=O)Nc1ccc(S(=O)(=O)Oc2cccc(N3C(=O)C4CCCCC4C3=O)c2)cc1 (stereo not drawn) | -2%
COC(=O)C(C)Sc1nnc(Cc2cc(=O)[nH]c(=O)[nH]2)n1-c1ccc(Cl)cc1 (stereo not drawn) | -17%
CSc1nnnn1CCn1nnnc1SC | -9%
O=C(Nc1cccc(Cl)c1)C1CCCN(S(=O)(=O)c2cnc[nH]2)C1 (stereo not drawn) | -12%
COc1ccc(S(=O)(=O)N2CCC(n3cnc4cc(C(F)(F)F)ccc43)CC2)cc1 | 4%
COc1ccc(C)cc1C(=O)C1CC(C(=O)O)C(C)(C)C1C (stereo not drawn) | -4%
CC(C)COC(=O)Nc1ccc(C(=O)O)cc1 | 10%
CCOC(=O)Cc1csc(NC(=O)COc2ccc(OC)cc2)n1 | -8%
CCCCCC(=O)NC(=S)Nc1ccc(N2CCCCC2)c(Cl)c1 | 7%
O=C(O)CN(c1ccccc1F)S(=O)(=O)c1ccccc1 | 4%
CC(=O)c1cccc(Nc2nc(-c3ccc(Br)cc3)cs2)c1 | 12%
CCOc1ccc(N/C=C/C(=O)c2ccc(OC)cc2)c([N+](=O)[O-])c1 | 4%
Cc1ccccc1-n1nnnc1-c1ccccc1 | -2%
COc1ccc(-c2c(-c3ccc(O)cc3O)n[nH]c2C)cc1OC | -3%
Cc1ccc(-c2nnn(CC(=O)N(c3cccc(F)c3)C(C(=O)NC3CCCC3)c3ccco3)n2)o1 (stereo not drawn) | 2%
O=C(Cc1ccc([N+](=O)[O-])cc1)NCc1ccccn1 | 3%
COc1ccc(Nc2oc(-c3cccs3)nc2C#N)cc1 | -4%

Next compounds follow:
SMILES | EphA4 KYL inhibition
Nc1nc(SCC(=O)NC2CCCCC2)[nH]c(=O)c1-c1ccccc1 | -11%
N/C(=N\c1nc2c(c(=O)[nH]1)CCC2)Nc1ccccc1C(F)(F)F | -11%
Cc1ccc(C(=O)Oc2ccc(/C=C3\SC(N)=NC3=O)cc2)cc1 | -1%
CCn1c(=O)c(C(=O)NCc2ccccn2)c(O)c2ccccc21 | -6%
Cc1ccc(OC(=O)c2cccc(C(=O)Oc3ccc(C)cn3)n2)nc1 | -8%
O=C(CSc1nc(-c2ccco2)cc(C(F)(F)F)n1)Nc1ccc(C(=O)N2CCCCC2)cc1 | 11%
NS(=O)(=O)c1ccc(CCNC(=O)CCCC2=NS(=O)(=O)c3ccccc3N2)cc1 | -17%
Cn1nnnc1NC(=O)c1ccccc1F | 1%
Cc1ccc(C)c(/C(O)=C2\C(=O)C(=O)N(Cc3cccnc3)C2c2cccnc2)c1 (stereo not drawn) | 0%
Cc1cc([N+](=O)[O-])ccc1-c1ccc(CO)o1 | 1%
CCOC(=O)c1cc(CC)sc1NC(=O)C(c1ccccc1)c1ccccc1 | -12%
Cc1cccc(N2C(=O)C3C4CC(C(Br)C4Br)C3C2=O)n1 (stereo not drawn) | -2%
COc1cccc(NC(=O)CN(c2cc(Cl)cc(Cl)c2)S(C)(=O)=O)c1 | 0%
O=C(Cn1c(=O)n(CC(=O)NCc2ccccc2)c2ccccc21)NCc1ccccc1 | 2%
Cc1cccc2[nH]c3c(N4CCN(C(=O)c5ccco5)CC4)ncnc3c12 | -8%
O=C(NN1CCOCC1)c1cc(-c2ccccc2)nc2ccccc12 | -6%
COc1ccc(CNC(=O)Nc2cccs2)cc1OC | 18%
N/C(=N\OC(=O)CCC1CCCCC1)c1cccc([N+](=O)[O-])c1 | -14%
CCn1c(CNC(=O)c2ccc(OC)cc2)nnc1SC | -16%
CCCOc1ccc(Cc2nc(N)nc(N)n2)cc1 | 7%
Clc1ccc(-c2nc3ncccn3c2Nc2ccc3c(c2)OCO3)cc1 | -5%
COc1cccc(-c2nnc(NC(=O)C3CCCCC3)o2)c1 | -9%
O=C(NCc1ccc(Cl)cc1)c1cc2c(nc3sccn32)s1 | 2%
COC(=O)CSc1nnc(-c2ccco2)n1-c1ccc(C)cc1 | -4%
COc1ccc(C(=O)C(OC(=O)CNC(=O)c2ccco2)c2ccccc2)cc1 (stereo not drawn) | 18%
Cc1nnc2c(Oc3ccccc3)nc3ccccc3n12 | -6%
CC(C)Oc1ccc(N2CC(C(=O)OCC(=O)NCc3ccccc3)CC2=O)cc1 (stereo not drawn) | -18%
Cc1cccc(NC(=O)CSc2nc(COc3ccccc3)nc3ccccc23)c1C | -3%
CCCCN(CCCNC(=O)C1CCCN(S(=O)(=O)CC)C1)Cc1ccccc1 (stereo not drawn) | -18%
CC(C)(C)NC(=O)CSc1nnnn1C(C)(C)C | -3%

Arranged by count of non-hydrogen atoms (smallest number first): 5 of the compounds above
SMILES | EphA4 KYL inhibition
CCn1c(CNC(=O)c2ccc(OC)cc2)nnc1SC | -16%
N/C(=N\OC(=O)CCC1CCCCC1)c1cccc([N+](=O)[O-])c1 | -14%
CCCCN(CCCNC(=O)C1CCCN(S(=O)(=O)CC)C1)Cc1ccccc1 (stereo not drawn) | -18%
CC(C)Oc1ccc(N2CC(C(=O)OCC(=O)NCc3ccccc3)CC2=O)cc1 (stereo not drawn) | -18%
Cc1cccc(NC(=O)CSc2nc(COc3ccccc3)nc3ccccc23)c1C | -3%

(listing goes on)
SMILES | EphA4 KYL inhibition
Cc1ccc(Nc2nc(C)cc(C)c2C(N)=O)cc1 | 3%
COc1cc(C(=O)Nc2cccc3nsnc23)cc(OC)c1OC | 4%
Cc1nc2c(nnn2Cc2ccccc2)c(=O)n1-c1ccccc1 | -10%
COc1ccc(NC(=O)CN(c2cccc([N+](=O)[O-])c2)S(=O)(=O)c2ccccc2)c(OC)c1 | -13%
CCOC(=O)c1ccccc1N/C=C(\C#N)C(=O)NCc1ccccc1 | 3%
S=C(NCc1cccs1)Nc1ccc(Cl)cc1 | -7%
CCOC(=O)c1c(-c2ccccc2)oc2cc(Br)c(O)cc12 | -6%
Cc1cc(C)c2c(CN3CCN(CCO)CC3)cc(=O)oc2c1 | 7%
CCOCCCn1cnc2c(c1=O)c1nc3ccccc3nc1n2-c1ccccc1 | -4%
Clc1ccc(OCCCc2nc(-c3ccncc3)no2)c(Cl)c1 | 0%
COc1cc(OC)nc(Oc2ccccc2C(=O)Oc2ccc(Cl)cc2)n1 | -7%
CCc1ccc(NC(=O)C(=O)NCCCN2CCOCC2)cc1 | 2%
Cc1ccc(NC(=O)CCC(=O)OCC(=O)c2ccc(Oc3ccc([N+](=O)[O-])cc3)cc2)c(C)c1 | -19%
O=C(c1ccco1)N1CCN(c2ncnc3c(-c4ccccc4)nsc23)CC1 | -12%
O=C(c1cccc(C(F)(F)F)c1)N1CCC(O)(CS(=O)(=O)Cc2ccccc2)CC1 | -2%
Cc1cc(C)n(CCc2nc(-c3ccco3)cs2)n1 | 4%
CCn1c(=O)n(-c2ccc(Cl)cc2)c(=O)c2c3c(sc21)COC(C)(C)C3 | -9%
Cn1c(=O)c2c(nc(NCCNC(=O)c3ccco3)n2Cc2ccc(Cl)cc2Cl)n(C)c1=O | -19%
Cc1c(NCc2cc(Cl)ccc2O)c(=O)n(-c2ccccc2)n1C | -14%
CC(=O)NCCc1ccc(S(=O)(=O)NC2OC(=O)c3ccccc32)cc1 (stereo not drawn) | 0%
CCN1CCN(C2CCN(C(C)=O)CC2)CC1 | -11%
CC(C)Cc1nnc(NC(=O)c2cc(-c3ccccc3)nc3ccccc23)s1 | 10%

Bioassay records from PubChem BioAssay.
